From PubChem
human PMI inhibitors – MPI inhibition at elevated mannose 6-phosphate – biochemical, fluorescence intensity, high mannose 6-phosphate, primary screen (AID 1220) | recombinant PMI enzyme, coupled fluorescence intensity; higher % means a stronger effect | inhibition, % at 20 µM, or IC50 in µM where a hit was titrated | actives 0.66% (n = 190,000)
KOR beta-arrestin-1 – KOR antagonists, beta-arrestin recruitment, cell-based, luminescence, uHTS (AID 1778); KOR beta-arrestin recruitment, luminescence, antagonist mode; higher % means a stronger effect; inhibition, % at 10 µM; hits with a dose series show IC50 in µM; actives 0.091% (n = 290,000); note: strong numbers were not always called active
HEK293 NOD2/NF-kB – NOD2 signaling inhibitors, cell-based, luminescence, uHTS, HEK293 (AID 1566). actives 0.63% (n = 290,000). one-dose inhibition, % at 4 µM; EC50 in µM for titrated hits. HEK293 NOD2/NF-kB luciferase reporter, luminescence; higher % means a stronger effect; note: many of its hits are not listed in these tables
KOR beta-arrestin-2 – kappa opioid receptor activators – cell-based, luminescence, uHTS, primary screen (AID 1777); KOR beta-arrestin recruitment, luminescence; higher % means a stronger effect; one-dose activation, % at 10 µM; EC50 in µM for titrated hits; actives 0.02% (n = 280,000); in the data active = activation above about 50%, passing the limit was not always enough; note: a part of the inactive calls stands beside numbers as strong as those of hits
human PMI inhibition – MPI enzyme activity inhibition – biochemical, fluorescence intensity, coupled assay, primary screen (AID 1209). purified PMI enzyme, coupled fluorescence intensity; higher % means a stronger effect. inhibition, % at 20 µM; hits with a dose series show IC50 in µM. actives 0.42% (n = 190,000);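 note: plate controls were DMSO vehicle for no effect and wells lacking substrate for full effect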
XIAP antagonists – XIAP antagonists, biochemical, IAP family, fluorescence polarization (AID 1018). actives 0.007% (n = 200,000). XIAP BIR domain, fluorescence polarization peptide displacement; higher % means a stronger effect. displacement, % at 20 µM, or IC50 in µM where a hit was titrated; in the data active = displacement above about 50%; note: a part of the inactive calls stands beside numbers as strong as those of hits
TNAP activation fold – stimulation of alkaline phosphatase TNAP activity – biochemical, luminescent, no phosphate acceptor, uHTS, primary screen (AID 1001); purified TNAP, luminescent activation assay, no phosphate acceptor; higher activation fold means a stronger effect; activation fold at 20 µM, or EC50 in µM where a hit was titrated; actives 0.03% (n = 200,000); in the data active = activation fold from about 3, or a potency from the dose series; inactive = the rest, 99 in 100 with activation fold below about 1.6; note: many of its hits are not listed in these tables
NOD1 NF-kB reporter – NOD1 signaling inhibitors, primary screen, cell-based, luminescence, uHTS (AID 1578). NOD1-driven NF-kB luciferase reporter cells, luminescence; higher % means a stronger effect. actives 1% (n = 290,000). one-dose inhibition, % at 4 µM; EC50 in µM for titrated hits; in the data active = inhibition mostly above about 36%, no sharp cut-off; inactive = mostly below about 34%;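 note: HEK-293T reporter cells stimulated with the NOD1 agonist gamma-tri-DAP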
LYP phosphatase – PTPN22 lymphoid phosphatase activity blockers – biochemical, fluorescence intensity, uHTS (AID 1779) | inhibition, % at 11.5 µM; hits with a dose series show IC50 in µM | actives 0.054% (n = 290,000) | recombinant LYP phosphatase, fluorescence intensity; higher % means a stronger effect;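 note: plate controls were vehicle with enzyme for no effect and no enzyme for full effect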
* hit, by the source's call; . = no result given; [ ] = remark or other dose. Cut-off read from the data, not from the text of the source, unless noted: active = inhibition above about 50%; inactive = the rest. These rows are one share of the data; rates above refer to the full screens.

Molecule	human PMI inhibitors	KOR beta-arrestin-1	HEK293 NOD2/NF-kB	KOR beta-arrestin-2	human PMI inhibition	XIAP antagonists	TNAP activation fold	NOD1 NF-kB reporter	LYP phosphatase
CCOc1ccc(N2C(=O)CC(SC(=NC)Nc3ccc(F)cc3)C2=O)cc1 (configuration not stated)	4%	22%	15%	-4.1%	8%	-1.9%	1.1	-20%	4%
CC(C)COc1ccc(C(=O)Nc2ccc(N3CCOCC3)cc2N2CCOCC2)cc1	.	-10%	-2%	1.7%	.	.	.	0%	-12%
NC(=O)CCC(NS(=O)(=O)c1ccc(Cl)cc1)C(=O)NCC1CCCCC1 (configuration not stated)	.	-14%	6%	3.5%	.	.	.	0%	-6%
CC1CCN(C(=O)Cn2c(=O)oc3cc(S(=O)(=O)N4CCCCC4)ccc32)CC1	.	18%	3%	-2.2%	.	.	.	-22%	-9%
CSc1nc(-c2ccccc2)cc(C)c1C#N	7%	-58%[20 µM]	-9%	3.0%	9%	-7.1%	1.1	38%	-8%
Cn1nc(C(=O)NCc2cccnc2)c2ccccc2c1=O	-6%	3%	-2%	4.1%	2%	-5.6%	1.1	-8%	-9%
CCOC(=O)c1c(Nc2ccc(Cl)cc2)sc(/C=C2\C=Nc3ccccc32)c1O	0%	-18%	-63%	-7.1%	8%	-3.2%	1	-112%	1%
Cc1cc(=O)cc(C)n1-c1ccc(Cl)c(Cl)c1	.	-11%	12%	-3.2%	.	.	.	-8%	-11%
CC(=O)Oc1ccccc1C(=O)Nc1ncc([N+](=O)[O-])s1	0%	-5%	-190%	-1.0%	-3%	16%	0.7	1%	3%
CCN1CC=C2C(C#N)=C(N)C(C#N)(C#N)[C@H](c3ccoc3)[C@H]2C1	47%	0%	12%	5.1%	14%	1.7%	1.1	8%	-9%
O=C(O)c1ccccc1C(=O)NC1CCN(c2nccc(C(F)(F)F)n2)CC1	.	32%	-18%	-2.3%	.	.	.	-9%	-4%
Cc1ccc2nc3c(c(N)c2c1)CCN3C	.	3%	4%	7.3%	.	.	.	-5%	-9%
O=C(NC1CCCC1)C(c1ccccc1F)N(C(=O)c1ccco1)C1CCCC1 (configuration not stated)	8%	-35%	-23%	1.5%	0%	-4.8%	1	7%	-6%
COC(=O)c1ccc(NC(=O)CSc2nnc(C(C)NC(=O)c3ccccc3Cl)n2C)cc1 (configuration not stated)	-18%	-31%	8%	7.9%	-21%	-3.5%	1	-11%	-5%
Cc1ccc(C(=O)COC(=O)c2cc(=O)[nH]c3ccccc23)cc1C	-1%	-94%[20 µM]	5%	.	4%	-6.9%	1	-26%	2%
Cc1cc(N2C(=O)C(O)=C(C(=O)c3ccco3)C2c2ccc([N+](=O)[O-])cc2)no1 (configuration not stated)	.	15%	-2%	-0.6%	.	.	.	-11%	-1%
Cc1[nH]n(-c2ccccc2)c(=O)c1C=Nc1cnc2ccccc2c1	3%	-7%	-5%	0.1%	4%	-0.6%	1.1	1%	-3%
S=c1[nH]nc(C2COc3ccccc3O2)o1 (configuration not stated)	-12%	22%	15%	-4.0%	-16%	-5.4%	1.1	6%	0%
O=S(N1CCc2ccccc21)C12CC3CC(CC(C3)C1)C2 (configuration not stated)	-17%	-35%	-11%	0.8%	-19%	-13%	0.5	-10%	-3%
COc1ccc(CC(=O)NC(C)c2nnc(SCc3nc4ccccc4c(=O)[nH]3)n2C)cc1 (configuration not stated)	-5%	23%	-2%	0.7%	0%	-2.6%	1.1	-15%	2%
CC(C)(C)NC(=O)CN(C(=O)Cn1nnc(-c2ccccc2F)n1)c1cccc2c1CCCC2	10%	0%	10%	-3.2%	14%	-6.3%	1.1	14%	-2%
Cc1ccc(N(C(=O)CNC(=O)c2ccco2)C(C(=O)NC2CCCCC2)c2ccncc2)c(C)c1 (configuration not stated)	.	19%	5%	-0.3%	.	.	.	-17%	2%
COc1ccc(C(C)=O)cc1COC(=O)c1ccc2c(c1)OCO2	6%	-22%	-4%	6.7%	6%	-18%	1.1	-36%	-1%
O=C(COC(=O)c1ccc(Br)o1)Nc1nc2ccccc2s1	5%	0%	-8%	0.0%	1%	-3.1%	1.1	-20%	-9%
CCOCCCNC(=O)/C=C1\Sc2ccccc2N(Cc2ccccc2F)C1=O	8%	11%	-7%	4.1%	10%	-9.6%	1	-3%	-3%
C[C@@H]1CC[C@H]2C(=O)N3[C@@H](CC[C@@H](C)[C@@H]3c3ccc(Br)cc3)C(=O)N2[C@H]1c1ccc(Br)cc1	10%	1%	3%	-0.2%	9%	-19%	1.1	-35%	6%
O=C(O)C(Cc1c[nH]c2ccccc12)NS(=O)(=O)c1cccc(Cl)c1Cl (configuration not stated)	.	44%	-11%	6.8%	.	.	.	11%	-8%
NC(=O)C[n+]1cccc2ccccc21	-20%	-15%	6%	-0.1%	18%	-0.3%	1.1	-22%	4%
C=CCn1cc(/C=C2\SC(N3CCOCC3)=NC2=O)c2ccccc21	.	30%	-17%	2.7%	.	.	.	1%	0%
O=C(Nc1ccc2c(c1)OCO2)C1CC(c2ccc(Cl)cc2)=NO1 (configuration not stated)	12%	-4%	5%	0.7%	5%	-4.9%	1.1	-5%	-2%
Cc1onc(-c2ccccc2Cl)c1C(=O)Nc1ccc(Br)cc1	.	-13%	3%	1.7%	.	.	.	5%	-4%
O=C(NC1CC2CCCC(C1)N2CC(=O)N1CCCc2ccccc21)C1CCCCC1 (configuration not stated)	-11%	-3%	-4%	2.9%	-5%	-9.9%	1.1	-20%	-1%
CC(C)(C)n1ncc2c(=O)n(CC(=O)NCc3ccc(F)cc3)cnc21	-6%	-18%	-102%	-0.8%	1%	-2.2%	1.2	-45%	-1%
CC12C(=O)N(c3nccs3)C(=O)C1C1C=CC2C1 (configuration not stated)	5%	21%	6%	0.0%	10%	-11%	1.2	.	0%
CC(=Nc1ccc(C)cc1C)c1sc2ccccc2c1O	10%	-6%	-236%	-4.4%	7%	-5.0%	1.2	-36%	2%
CC(C)Oc1ccccc1C1CC(=O)Nc2cc3c(cc21)OCO3 (configuration not stated)	11%	-57%	-7%	-3.4%	17%	-4.5%	1.1	2%	-4%

Three entries from above, sorted by molar mass, lowest first.
Molecule	human PMI inhibitors	KOR beta-arrestin-1	HEK293 NOD2/NF-kB	KOR beta-arrestin-2	human PMI inhibition	XIAP antagonists	TNAP activation fold	NOD1 NF-kB reporter	LYP phosphatase
CC12C(=O)N(c3nccs3)C(=O)C1C1C=CC2C1 (configuration not stated)	5%	21%	6%	0.0%	10%	-11%	1.2	.	0%
CC(=Nc1ccc(C)cc1C)c1sc2ccccc2c1O	10%	-6%	-236%	-4.4%	7%	-5.0%	1.2	-36%	2%
CC(C)(C)n1ncc2c(=O)n(CC(=O)NCc3ccc(F)cc3)cnc21	-6%	-18%	-102%	-0.8%	1%	-2.2%	1.2	-45%	-1%

Additional entries:
Molecule	human PMI inhibitors	KOR beta-arrestin-1	HEK293 NOD2/NF-kB	KOR beta-arrestin-2	human PMI inhibition	XIAP antagonists	TNAP activation fold	NOD1 NF-kB reporter	LYP phosphatase
Cc1ccc2cc(CN(C(=O)c3cccnc3)C(C)C)c(=O)[nH]c2c1	-4%	16%	-2%	5.1%	12%	0.1%	1.1	-21%	-1%
CN(C(=S)NCCN1CCOCC1)C(c1ccccc1)c1ccccc1	2%	5%	-8%	-4.8%	1%	-6.9%	1.1	-32%	-11%
CC(Oc1ccc2c3c(c(=O)oc2c1)CCC3)C(=O)NC1CCN(Cc2ccccc2)CC1 (configuration not stated)	.	-29%	-2%	-1.5%	.	.	.	-18%	-8%
Cn1c(N)c(C(=O)COC(=O)c2cc(-c3ccco3)nc3ccccc23)c(=O)n(C)c1=O	-62%	-11%	20%	1.2%	-29%	-3.9%	1	-18%	1%
CC(C)(Cc1cccc(CC(C)(C)C(=O)O)c1)C(=O)O	.	-26%[20 µM]	12%	-2.2%	.	.	.	7%	-10%
Cc1cc(NC(=O)/C=C/c2ccccc2)c(C(C)C)cc1O	12%	-33%[20 µM]	12%	-3.9%	11%	-14%	1.1	0%	-6%
CCOC(=O)c1ccc(NC(=O)CCC(=O)OC)cc1	10%	-38%	5%	-1.6%	6%	-8.8%	1.1	10%	-1%
CN(C)CCN(C(=O)c1cc(Cl)sc1Cl)c1nc2ccc(F)cc2s1	-4%	1%	13%	-2.2%	0%	-6.2%	1	-24%	-8%
Cc1ccc(C(=O)Nc2cc(=O)n(C)c(=O)n2C)o1	-22%	-21%	-2%	6.0%	-16%	-0.5%	1.1	-26%	-2%
CC(C)CN(C(=O)CN1CCN(S(=O)(=O)c2ccccc2)CC1)c1c(N)n(CC(C)C)c(=O)[nH]c1=O	-8%	11%	15%	5.6%	-7%	-0.2%	1.1	-18%	5%
CCOC(=O)c1cc(-c2ccccc2)n(CCC(=O)N2CCN(c3ccccn3)CC2)c1C	6%	-43%	5%	-0.8%	2%	-4.1%	1.2	-17%	2%
COc1ccc(C2CC(c3ccc(F)cc3)n3nc(NC(=O)c4ccco4)nc3N2)cc1 (configuration not stated)	.	13%	4%	2.6%	.	.	.	-6%	-2%
CCc1sc(C(=O)N2CCN(c3ncccn3)CC2)cc1Br	.	-2%	18%	16%	.	.	.	-29%	-5%
CCOC(=O)c1ccc(N2CN(CCc3ccccc3)CNC2=S)cc1	-17%	-11%	11%	-2.0%	-3%	-4.5%	1.1	-25%	-3%
Cc1[nH]n(C(N)=S)c(=O)c1N=Nc1cccc(C(F)(F)F)c1	.	4%	-42%	-4.1%	.	.	.	-15%	-5%
CCOC(=O)c1c(C)[nH]c(C(=O)OCC(=O)Nc2cc(Cl)ccc2OC)c1C	-9%	-14%	3%	0.1%	-4%	-5.4%	1.1	-31%	-8%
CC(C)(C)n1cc(S(=O)(=O)c2ccccc2)[nH]c1=O	-1%	-12%	-2%	5.5%	-2%	-5.2%	1	-26%	4%
COc1ccc(/C=C2\SC(=S)N(CCCC(=O)N3CCN(C)CC3)C2=O)cc1	.	-11%	13%	-1.5%	.	.	.	0%	-3%
COc1ccc(NC(=O)CN(c2ccc([N+](=O)[O-])cc2)S(=O)(=O)c2ccccc2)cc1	1%	4%	-18%	6.1%	12%	-7.2%	1.2	57%	-1%
CC(=O)Nc1cccc(OCCCNS(=O)(=O)c2ccc(C#N)cc2)c1	.	7%	2%	-6.0%	.	.	.	-12%	-7%
Cc1ccccc1NC(=O)CCN1C(=O)CSC1=O	-7%	-9%	6%	-4.2%	-12%	-5.0%	1.1	-8%	-4%
O=C(c1ccncc1)N1c2ccccc2Sc2ccccc21	-15%	16%	37%	3.8%	-15%	-8.6%	1	-12%	6%
